Bioassay records as filed in PubChem.
a7 integrin act: qHTS for Activators of Integrin-Mediated Alleviation for Muscular Dystrophy | 350,000 tested, 0.064% active | AID 624291, 2012 | Potency, µM (titrated, usually from 38.3 µM), inactives show at the highest dose activation, actives largely listed as activators | alpha7betagal myoblasts, beta-gal FDG fluorescence, 48 h;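 further: potency means the concentration at half of the fitted maximal effect; 100% = response of the positive control SU9516; nearly all actives have a fitted effect of over 60% in size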
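Alpha7betagal+/- myoblasts (passage 13) were plated 16-24 hr, then exposed to compounds (1:260 dilution of DMSO stock) for 48 hours at 37C. After MPER lysis, β-galactosidase reporter activity was read as FDG fluorescence (ex 480/em 540) after 30 minutes.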
Giardia kill: Small Molecules that selectively kill Giardia lamblia: qHTS | Giardia lamblia trophozoite viability | activity change, % at 7.66 µM, hits read low | 340,000 tested, 0.15% active; in the data active means activity change below about -80%; inconclusive means between about -30% and that limit;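 further: parasites exposed to compound for two days anaerobically before the ATP read; on the % scale 0 is the no-effect control and ±100 the full control effect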
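Compounds were tested on trophozoites seeded at 100 cells/well and held 48 hrs at 37 deg C anaerobically. An ATP-based luminescent kit measured the remaining live cells.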
ASM inhibitor: Inhibitors of Secretory Acid Sphingomyelinase (S-ASM): qHTS. Sphingomyelin phosphodiesterase (Homo sapiens), P17405. placental ASM, HMU-PC fluorogenic substrate, 60 min. Potency, µM (series often up to 57.5 µM), without a hit: top-dose activity change, negative = inhibition, usual class: inhibitors. 340,000 tested, 0.006% active. AID 504937, 2011; further: potency means the concentration at half of the fitted maximal effect
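Fluorogenic HMU-PC substrate (9 uM final) is turned over by placental ASM in 60 min at 37 C after a 10 min compound preincubation. Reaction ended by alkaline stop (pH 10), with fluorescence read at 386/447 nm.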
Tb PFK block: qHTS Assay to Find Inhibitors of T. brucei phosphofructokinase | T. brucei PFK, ADP-Glo luminescence | Potency, µM (series often up to 57.5 µM), inactives show at the highest dose activity, negative = inhibition, actives largely listed as inhibitors | 330,000 tested, 0.17% active | AID 485367, 2010;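 further: potency means the concentration at half of the fitted maximal effect; 0% = uninhibited 1x PFK enzyme wells and -100% = no-enzyme wells; nearly all actives have a fitted effect of over 60% in size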
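ADP-Glo luminescence quantified ADP after 45 min at room temperature, with 1.25 nM T. brucei PFK, 0.1 mM ATP and 0.5 mM fructose-6-phosphate in pH 8.0 TEA buffer. qHTS titrations up to 57 µM; curves classified by quality.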
Menin MLL FP TR: qHTS Assay for Inhibitors Targeting the Menin-MLL Interaction in MLL Related Leukemias: Competition With Texas Red Labeled MLL-derived Mutant Peptide; O00255; Menin + Texas Red MLL mutant peptide, fluorescence polarization; Potency, µM (doses to about 61.6 µM), without a hit: at the top dose FP activity change, negative = inhibition, usual class: inhibitors; 270,000 tested, 0.23% active; active means well fitted inhibition curve with a large enough effect in the polarisation, with a control signal flat, not every such curve was filed as active; inconclusive means small, poorly fitted or top-dose-only effect, or effect the other way, or a change in a side signal; inactive means no such curve, though single readings can be large or run the other way; the % refers to the polarisation; further: potency means the concentration at half of the fitted maximal effect; % of control where 0% means no effect; many of its hits are not listed in these tables
FBPA coupling cs: qHTS Assay for Inhibitors of Fructose-1,6-bisphosphate Aldolase from Giardia Lamblia: Coupling assay counterscreen; coupling enzyme system counterscreen, AmpLite Red fluorescence; activity change, negative = inhibition, % at 58.2 µM, hits read low; 290,000 tested, 0.67% active; in the data active means activity change below about -30%; further: on the % scale 0 is the no-effect control and ±100 the full control effect
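Final compound at 57.5 uM, incubated 10 min at RT with coupling enzyme reagent (glyceraldehyde-3-phosphate), then 20 min with substrate and AmpLite Red detection. Fluorescence read at 525/598 nm; tests interference with the coupling assay, not aldolase inhibition.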
GALK inhibitor: qHTS Assay for Inhibitors of Human Galactokinase (GALK); P51570; Purified GALK, Kinase-Glo residual ATP luminescence; Potency, µM (top dose mostly 57.5 µM), inactives show at the highest dose activity change, negative = inhibition, hits mostly inhibitors; 270,000 tested, 0.007% active; further: potency means the concentration at half of the fitted maximal effect; on the % scale 0 is the no-effect control and ±100 the full control effect
Target sequence (P51570 whole entry, looked up): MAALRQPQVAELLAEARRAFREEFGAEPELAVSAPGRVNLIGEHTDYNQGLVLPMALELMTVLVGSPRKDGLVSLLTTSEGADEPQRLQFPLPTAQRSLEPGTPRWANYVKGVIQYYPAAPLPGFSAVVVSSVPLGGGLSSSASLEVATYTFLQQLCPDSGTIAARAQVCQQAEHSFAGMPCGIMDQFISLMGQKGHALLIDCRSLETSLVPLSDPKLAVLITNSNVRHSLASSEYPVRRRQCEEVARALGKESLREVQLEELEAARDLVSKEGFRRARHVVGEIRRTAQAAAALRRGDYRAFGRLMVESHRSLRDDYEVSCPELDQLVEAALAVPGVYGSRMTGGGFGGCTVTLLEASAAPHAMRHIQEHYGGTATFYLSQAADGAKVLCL
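Quantitative HTS: GALK 5 nM, ATP 35 uM, galactose 100 uM, 1 h room temperature, then luciferase-based ATP detection.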
PTAP TSG101 blk: qHTS Assay for Iinhibitors of HIV-1 Budding by Blocking the Interaction of PTAP/TSG101 | Tumor susceptibility gene 101 protein (Homo sapiens), Q99816 | Fluorescence polarization, FITC-PTAP peptide / Tsg101 binding | Potency, µM (top dose mostly 115 µM), for inactives: at the highest dose activity change, negative = inhibition, usual class: inhibitors | 340,000 tested, under 10 active | AID 493005, 2010; active means well fitted inhibition curve with a large enough effect in the main read-out, with a control signal flat, not every such curve was filed as active; inconclusive means small, poorly fitted or top-dose-only effect, or effect the other way, or a change in a side signal; inactive means no such curve, though single readings can be large or run the other way; further: potency means the concentration at half of the fitted maximal effect; % of control where 0% means no effect
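Fluorescence polarization binding of Tsg101 binding domain (10 uM final) to FITC-labeled PTAP peptide (50 nM final) in HEPES pH 7.5 buffer with NaCl, Tween 20, EDTA, TCEP. Compounds added before peptide; binding 20 min at RT.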
BCR signal inh: qHTS Assay to Find Inhibitors of Chronic Active B-Cell Receptor Signaling; ABC-DLBCL IkBa-CBG/CBR reporter, luminescence ratio, 4 h; Potency, µM (doses to about 46.1 µM), for the others: at the highest dose ratio change, negative = lower green/red ratio, usual class: inhibitors; 340,000 tested, 0.05% active; AID 493014, 2011; active means well fitted inhibition curve with a large enough effect in the signal ratio, with a control signal flat, not every such curve was filed as active; inconclusive means small, poorly fitted or top-dose-only effect, or effect the other way, or a change in a side signal; the % refers to the signal ratio;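 further: potency means the concentration at half of the fitted maximal effect; plate controls were basal doxycycline-induced cells for no effect and cells given 10 µM MG132 for full effect; MG132 reads +100%, hits lower the ratio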
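TMD8 human ABC-DLBCL cells with doxycycline-inducible IκBα–green luciferase fusion and unfused red luciferase, in 0.5% FBS medium; compounds up to 46 uM, 4 h at 37C. Green/red luminescence ratio, filter-overlap corrected, fitted to concentration-response curves.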
B2AR arrestin: qHTS assay of beta-arrestin-biased ligands of beta2-adrenergic receptor. Potency, µM (titrated, usually from 46.1 µM), for inactives: at the highest dose activation, actives largely listed as activators. 330,000 tested, 0.02% active. AID 492947, 2010. Beta-2 adrenergic receptor (Homo sapiens), P07550. beta-arrestin recruitment to beta2AR, cell-based reporter;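 further: potency means the concentration at half of the fitted maximal effect; 0% = DMSO controls and full agonism = EC100 isoproterenol or metaproterenol; nearly all actives have a fitted effect of over 65% in size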
Target sequence (P07550 whole entry, looked up): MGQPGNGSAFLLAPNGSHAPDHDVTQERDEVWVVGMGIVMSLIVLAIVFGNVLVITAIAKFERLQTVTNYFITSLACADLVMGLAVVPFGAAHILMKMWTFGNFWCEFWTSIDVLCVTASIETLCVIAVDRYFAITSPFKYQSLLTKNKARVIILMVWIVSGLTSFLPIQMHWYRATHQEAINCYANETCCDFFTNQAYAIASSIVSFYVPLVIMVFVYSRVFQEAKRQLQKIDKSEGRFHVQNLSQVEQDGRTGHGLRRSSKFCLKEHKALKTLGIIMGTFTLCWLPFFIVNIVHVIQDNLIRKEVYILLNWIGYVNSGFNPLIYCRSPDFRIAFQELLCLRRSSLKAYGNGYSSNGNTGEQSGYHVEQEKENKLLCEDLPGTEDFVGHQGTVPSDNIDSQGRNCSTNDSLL
PKM2 act: qHTS Assay for Activators of Human Muscle isoform 2 Pyruvate Kinase | Potency, µM (top dose mostly 57.5 µM), for inactives: at the highest dose activation, actives largely listed as activators | Pyruvate kinase PKM (Homo sapiens), P14618 | purified PKM2, Kinase-Glo ATP luminescence, activation; response scale: 0% is enzyme alone, no compound | 260,000 tested, 0.34% active; further: potency means the concentration at half of the fitted maximal effect; on the % scale 0 is the no-effect control and ±100 the full control effect; nearly all actives have a fitted effect of over 55% in size
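Purified hPK-M2 (>95%) run at intermediate activity with 0.1 mM ADP and 0.5 mM PEP in 50 mM imidazole pH 7.2, KCl, MgCl2; 1 h room temperature. ATP formed read by Kinase-Glo luminescence; normalized to uninhibited and no-enzyme controls.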
Active calls of the source: *; u = inconclusive; x = no result given; [ ] = another dose, or the depositor's remark. Unless noted, the call rests on the fitted dose curve; in most records, active means well fitted curve in the direction sought with a large enough effect; inconclusive means small, poorly fitted or top-dose-only effect, or another doubt; inactive means no such curve, though single readings can be large; an effect the other way counts as inactive or inconclusive.

molecule | a7 integrin act | Giardia kill | ASM inhibitor | Tb PFK block | Menin MLL FP TR | FBPA coupling cs | GALK inhibitor | PTAP TSG101 blk | BCR signal inh | B2AR arrestin | PKM2 act
O=C(NC(=S)N1CCCc2ccccc21)c1ccccc1 | 0% | -16 | 4% | 5% | u | -5 | -2% | -9% | -1% | -1.0% | -2%
COc1ccc(NC(=O)COc2ccc(/C=C/c3cccc[n+]3C)cc2OC)cc1 | 6% | -8 | 21% | 1% | x | 1 | 0% | -7% | 0% | -0.1% | x
Cc1cccc(-n2nc3c(c2NC(=O)CCC2CCCCC2)CS(=O)C3)c1C (stereo not given) | 29% | 3 | -2% | 0% | -5% | 3 | 0% | -6% | 0% | -0.4% | 8%
CN1C(=O)C(CC(=O)Nc2ccccc2F)N(NC(=O)c2ccc(Br)cc2)C1=S (stereo not given) | 21% | -1 | -2% | 8% | 17% | 0 | -1% | -11% | 1% | 0.0% | x
COc1ccccc1C(=O)NCCC(=O)NCCCSc1ccccc1 | 13% | -16 | 4% | 0% | x | x | x | -2% | -9% | -0.2% | x
COC(=O)C1=C(C)NC(=O)NC1/C=C/c1ccccc1 (stereo not given) | -17% | -4 | 5% | -7% | -14% | 2 | 0% | -4% | 0% | 0.0% | -7%
O=c1[nH]c2cccnc2n1-c1ccc([N+](=O)[O-])cc1 | -23% | u | -1% | -3% | x | 4 | 1% | -4% | 0% | -0.5% | -4%
Clc1ccc(CN2C3=NCCCN3c3ccccc32)c(Cl)c1 | -24% | 15 | 0% | 10% | u | 1 | 2% | 1% | 0% | 0.0% | x
CCOC(=O)N1CCN(c2ccc(O)cc2)CC1 | -38% | -4 | -2% | 0% | -4% | -4 | 0% | -8% | u | 0.1% | -7%
COC(=O)c1ccc(NC(=O)COc2ccc(S(=O)(=O)NC(C)C)cc2)cc1 | 0% | -1 | 0% | 13% | 18% | -1 | -4% | -1% | 7% | 0.0% | -18%
Cc1ccc2[nH]c(=O)c(CN(CCc3ccccc3)Cc3nnnn3CC3CCCO3)cc2c1 (stereo not given) | -8% | 6 | -6% | 1% | -1% | 0 | -5% | -5% | u | 0.3% | 0%
COC(=O)c1ccsc1NC(=O)c1cccc(OC)c1 | -15% | 5 | 3% | 3% | 0% | 1 | -3% | -1% | 2% | -0.2% | 4%
O=C(CSc1ccc(-c2ccccc2)nn1)c1cccs1 | -1% | 1 | 2% | 2% | 17% | -5 | -1% | -2% | u | 0.0% | 3%
CC1CCN(C(=O)c2cc3nc(C4CC4)cc(C(F)(F)F)n3n2)CC1 | 13% | -10 | 2% | 3% | -13% | -5 | 2% | -7% | u | -0.3% | -3%
NS(=O)(=O)c1ccc(NC(=O)CN2CCN(Cc3ccccc3)CC2)cc1 | -36% | 11 | 2% | 4% | -17% | 3 | -1% | -6% | u | 0.3% | 2%
CC1=CCC(C(=O)O)C(C(=O)Nc2ccc(-c3nc4ccc(C)cc4s3)cc2)C1 (stereo not given) | -15% | -3 | 26% | 3% | x | 5 | -2% | -2% | u | -0.8% | -6%
O=C(Nc1ccc2nc(-c3cccnc3)[nH]c2c1)C1CCCCC1 | -35% | -14 | 2% | -2% | -5% | 1 | 1% | -6% | u | -0.5% | 0%
O=S(=O)(c1ccc(S(=O)(=O)N2CCN(C3CCCCC3)CC2)cc1)N1CCCCCC1 | 2% | 15 | 0% | 2% | 1% | -3 | 0% | -3% | 6% | 0.5% | -9%
CCNc1ccccc(-c2ccc3ccccc3n2)c1=O | -4% | 9 | 9% | 2% | -11% | -4 | 0% | -3% | -4% | -2.0% | 10%
CN1CCN(CC/C=C2/c3ccccc3Sc3ccc(S(=O)(=O)N(C)C)cc32)CC1 | x | 9 | 4% | 1% | u | 3 | -1% | -1% | u | 0.4% | 11%
COc1ccc(C(C)=O)cc1COC(=O)[C@H](Cc1ccccc1)NC(=O)c1ccco1 | 0% | -10 | 0% | -3% | x | x | x | -1% | -11% | -0.3% | x
Cc1ccc(/C=C2/SC(=S)N(CCC(=O)N3CCOCC3)C2=O)cc1 | -42% | 3 | -9% | -1% | 25% | 2 | 1% | -2% | u | -0.2% | 0%
NC(=O)CC(NC(=O)Cc1ccc(Br)cc1)c1ccc(N2CCC(Br)CC2)c([N+](=O)[O-])c1 (stereo not given) | -24% | -3 | -6% | 1% | x | -29 | -6% | -9% | 0% | -0.5% | -4%
Brc1ccc2ncnc(NCc3ccco3)c2c1 | -41% | 2 | -1% | 0% | -10% | -5 | -2% | -4% | -1% | 0.1% | 1%
Cc1ccc(S(=O)(=O)N2CCN(Cc3nc4ccccc4n3C)CC2)cc1 | -29% | -5 | 2% | 3% | 2% | 3 | -1% | -12% | -1% | -0.3% | 10%
CC(=O)Nc1ccc(S(=O)(=O)N(C#N)c2nc(N(C)C)nc(N(C)C)n2)cc1 | -26% | 9 | -3% | -1% | 6% | -1 | 3% | -1% | -4% | -1.1% | -2%
CN(C)S(=O)(=O)c1cccc(-c2nn(-c3ccccc3)cc2/C=C(/C#N)C(=O)NCc2ccco2)c1 | 29% | 36[activator] | -1% | -4% | 7% | 0 | 0% | 1% | u | -1.3% | 1%
CSc1ncc(CN2CCC(C(=O)Nc3cccc(-c4cscn4)c3)CC2)cn1 | 15% | 0 | 5% | -1% | x | x | 1% | -1% | -13% | -0.2% | -1%
CCCn1c2ccccc2c2nnc(SCC(=O)Nc3nnc(CC(=O)OCC)s3)nc21 | 0% | 8 | -4% | 2% | -3% | 4 | 0% | -8% | -19% | -0.9% | -2%
O=C(Nc1ccc(Cc2ccncc2)cc1)c1cccc([N+](=O)[O-])c1 | 0% | 3 | 4% | -12% | 0% | -2 | 1% | -1% | -2% | -0.3% | -4%
CCCNC(=O)C(=O)N/N=C/c1ccc(OCc2ccccc2)cc1 | 1% | 0 | -1% | 1% | -23% | 5 | -2% | -5% | 6% | 0.0% | 0%
COc1ccccc1NC(=S)NCCc1c[nH]c2ccccc12 | -30% | -12 | -3% | 2% | u | x | 0% | -6% | u | -1.2% | -4%
COc1ccc(C(=O)N2CCCC(Nc3ccc(F)cc3)C2)cc1F (stereo not given) | 12% | -2 | -1% | 0% | 7% | 0 | 2% | -1% | -1% | 0.4% | -3%
Cc1ccc(NC(=O)COc2ccccc2)c(NC(=O)c2ccco2)c1 | -15% | 21 | -3% | 0% | 0% | 1 | 2% | -3% | u | -1.1% | -2%
CCOC(=O)C1=C(CN2CCC(C)CC2)NC(=O)NC1c1ccc(Cl)cc1 (stereo not given) | 15% | -13 | -3% | -1% | u | 0 | -2% | -5% | 3% | 0.1% | 0%
Cc1ccc(S(=O)(=O)CC(=O)c2ccc(C(C)(C)C)cc2)cc1 | 12% | 9 | 0% | -1% | -13% | 5 | 1% | -2% | 6% | -0.3% | 2%
Cc1cccc(COc2ccccc2C(=O)N(C)CC(=O)Nc2cccc(F)c2)c1 | -24% | 11 | -1% | 3% | x | x | x | -3% | -2% | -0.2% | x
CCOC(=O)c1c(C)[nH]c(C(=O)COC(=O)c2cnccn2)c1C | -26% | 20 | -2% | 0% | x | x | x | 1% | -4% | -0.1% | x
COc1ccc(F)cc1Cn1nc(C(=O)O)c2ccccc2c1=O | -15% | -3 | 1% | 0% | u | 1 | 8% | -8% | u | 0.0% | 7%

Not all compounds are listed; rates above refer to the full screens.
